# Screening results: PubChem, National Center for Advancing Translational Sciences (NCATS)
# WRN inhibitor – qHTS for Inhibitors of WRN Helicase. Bifunctional 3'-5' exonuclease/ATP-dependent helicase WRN (Homo sapiens), Q14191. WRN helicase unwinding, fluorescent forked duplex, kinetic. Potency, µM (series often up to 114 µM), for the others: top-dose activity change, negative = inhibition, actives largely listed as inhibitors. actives 0.46% (n = 360,000). AID 651768, 2012; further: potency means the concentration at half of the fitted maximal effect; on the % scale 0 is the no-effect control and ±100 the full control effect; nearly all actives have a fitted effect of over 55% in size
#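 Fluorescence dequenching readout, ex 525 nm/em 598 nm, kinetic mode: forked duplex DNA (100 nM final) with adjacent fluorophore and quencher unwound by WRN (20 nM final) with 2 mM ATP. Compound preincubation 15 min, room temperature.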
# IL2 activator – qHTS of IL-2 Activators; AID 652025, 2013; actives 0.065% (n = 360,000); activation, % (series mostly up to about 46 µM); IL-2 activation reporter assay, cell-based qHTS; stimulated with anti-CD3/CD4/CD28 beads; in transgenic mouse T cells; in the data active means activation above about 50%; inconclusive means mostly about 30% to 49%; further: 0% is about no effect
#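 First, unstimulated transgenic mouse T cells were exposed to compound for 60 min. Next, anti-CD3/anti-CD4-coated beads with anti-CD28 were added. Finally, after 18 h at 37 degrees C, EGFP and DsRed were imaged.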
# PI5P4K alpha inh – qHTS for Inhibitors of phosphatidylinositol 5-phosphate 4-kinase (PI5P4K); max response, %; actives 1.2% (n = 330,000); PI5P4Kalpha enzyme, ADP-Glo luminescence, 60 min; active compounds read low; AID 652105, 2013; active means max response of -50% or lower; inconclusive means between -30% and -50%; inactive means -30% or higher; further: value at the top dose of about 77 µM; on the % scale 0 is the no-effect control and ±100 the full control effect
# Target sequence (P48426 whole entry, looked up): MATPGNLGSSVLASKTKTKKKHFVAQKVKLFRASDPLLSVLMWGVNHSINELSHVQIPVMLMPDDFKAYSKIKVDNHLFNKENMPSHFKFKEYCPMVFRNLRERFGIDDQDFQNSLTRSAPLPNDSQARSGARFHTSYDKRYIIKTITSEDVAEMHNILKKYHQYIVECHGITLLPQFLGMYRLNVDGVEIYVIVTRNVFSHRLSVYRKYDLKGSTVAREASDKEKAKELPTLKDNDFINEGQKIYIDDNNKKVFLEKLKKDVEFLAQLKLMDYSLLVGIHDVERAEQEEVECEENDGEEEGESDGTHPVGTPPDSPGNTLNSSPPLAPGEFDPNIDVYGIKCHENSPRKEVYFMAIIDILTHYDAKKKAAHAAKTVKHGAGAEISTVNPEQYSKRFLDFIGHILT
#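 ADP-Glo luminescence end-point after a 60 min room-temperature kinase reaction. PI5P4Kalpha and substrate in HEPES pH 7.4 buffer with EGTA, 0.1% CHAPS and 5% DMSO; ATP at 5 microM final.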
# EPAC1 agonist – qHTS for Agonist of cAMP-regulated guanine nucleotide exchange factor 3 (EPAC1): primary screen | Rap guanine nucleotide exchange factor 3 (Homo sapiens), O95398 | EPAC1 agonist qHTS, biochemical assay; response scale: 100% = response to 6.5 mM cAMP | actives 0.073% (n = 360,000) | Potency, µM (top dose mostly 154 µM), inactives show at the top dose activation, most hits filed as activators; further: potency means the concentration at half of the fitted maximal effect; nearly all actives have a fitted effect of over 60% in size
#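 Fluorescent GDP-exchange assay: 100 nM EPAC1 with 250 nM Rap1B preloaded with BODIPY-GDP and 50 uM GDP; compounds tested as concentration series, 5 min at room temperature, then read every 5 min for 30 min (ex 480/em 540 nm); normalized to 6.5 mM cAMP.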
# PLK1 PBD block – qHTS for Inhibitors of PLK1-PDB (polo-like kinase 1 - polo-box domain): Primary Screen | actives 2.8% (n = 360,000) | AID 720504, 2013 | Serine/threonine-protein kinase PLK1 (Homo sapiens), P53350 | Potency, µM, without a hit: max response, negative = inhibition, actives largely listed as inhibitors | Plk1 PBD binding of FITC phosphopeptide, fluorescence polarization; further: potency means the concentration at half of the fitted maximal effect; series mostly up to about 57 µM; on the % scale 0 is the no-effect control and ±100 the full control effect; nearly all actives have a fitted effect of over 65% in size
# EPAC2 agonist – qHTS for Agonist of cAMP-regulated guanine nucleotide exchange factor 4 (EPAC2): primary screen. Rap guanine nucleotide exchange factor 4 (Homo sapiens), Q8WZA2. EPAC2 activation, biochemical qHTS; response scale: 100% = 6.5 mM cAMP response. Potency, µM (doses to about 154 µM), for inactives: top-dose activation, actives largely listed as activators. actives 0.079% (n = 360,000). AID 720711, 2013; further: potency means the concentration at half of the fitted maximal effect; nearly all actives have a fitted effect of over 50% in size
#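 Exchange assay: 100 nM EPAC2 with 250 nM Rap1B-BODIPY-GDP and 50 uM GDP. Fluorescence (ex 480/em 540 nm) read every 5 min for 30 min at room temperature. Data normalized to 6.5 mM cAMP as agonist control.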
# CCT modulator – High-Throughput Screening for Modulators of Cytosolic Chaperonin Activity; AID 651819, 2012; purified chaperonin ATPase assay, HTRF ADP detection, 30 min; activity change, % (no concentration beside the values), hits read low; actives 0.3% (n = 360,000); in the data active means activity change below about -30%; further: on the % scale 0 is the no-effect control and ±100 the full control effect
#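 Nucleotide hydrolysis assay: TRiC at 20–40 nM final (set by batch activity) with 10 uM ATP, 30 min at 37 °C, in presence of 76 uM compound. Detection by competitive ADP HTRF, 30 min ambient.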
# EPAC1 antagonist – qHTS for Antagonist of cAMP-regulated guanine nucleotide exchange factor 3 (EPAC1): primary screen; Rap guanine nucleotide exchange factor 3 (Homo sapiens), O95398; EPAC1 GEF assay, Rap1b-BODIPY-GDP exchange fluorescence; Potency, µM (top dose mostly 115 µM), without a hit: at the top dose activity change, negative = inhibition, actives largely listed as inhibitors; actives 0.14% (n = 360,000);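 further: potency means the concentration at half of the fitted maximal effect; plate controls were vehicle for no effect and positive control for full effect; nearly all actives have a fitted effect of over 50% in size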
# Starred values were filed as active, the others as inactive; ? = inconclusive; / = not tested or not shown; & = joins results of further samples. Unless noted, the call rests on the fitted dose curve; in most records, active means well fitted curve in the direction sought with a large enough effect; inconclusive means small, poorly fitted or top-dose-only effect, or another doubt; inactive means no such curve, though single readings can be large; an effect the other way counts as inactive or inconclusive. Some of the compounds tested. The share of hits here may be higher or lower than overall.
SMILES,WRN inhibitor,IL2 activator,PI5P4K alpha inh,EPAC1 agonist,PLK1 PBD block,EPAC2 agonist,CCT modulator,EPAC1 antagonist
Cc1cccc(OCCn2cccc2/C=C2/C(=O)NC(=O)N(Cc3ccco3)C2=O)c1,?,0.2,-57*,2%,1.9µM*,1%,0.7,?
Cc1cccc(C)c1NC1=NCCCS1,1%,0.1,-3,-9%,2%,5%,0.4,2%
c1ccc2c(NC3=NCCS3)cccc2c1,-5%,0.5,-2,0%,-10%,4%,-0.9,-4%
N#CC1c2ccccc2-n2nncc2CN1Cc1cc(Cl)cc(Cl)c1 (stereo not drawn),-8%,-0.6,-60*,5%,?,6%,-1.3,-9%
CCOC(=O)C1=C(C)OC(N)=C(C(=O)OCC)C12C(=O)Nc1ccc(Br)cc12 (stereo not drawn),-7%,-0.4,3,0%,-5%,9%,-1.4,0%
CCCCCn1c(=O)c(C(=O)Nc2cnccn2)c(O)c2ccccc21,-28%,-0.8,?,4%,21µM*,-6%,-3.5,-7%
CN1C(=O)C(=Cc2cn(CC#N)c3ccccc23)C(=O)N(C)C1=O,-6%,1.0,?,9%,1.2µM*,13%,0.9,9%
Fc1ccc(C[n+]2c(-c3ccccc3)cc(-c3ccccc3)cc2-c2ccccc2)cc1,2%,-0.7,-13,-11%,-24%,6%,-0.3,3%
O=c1[nH]c(=O)n(C2CCCCCC2)c(O)c1C=NCCCN1CCOCC1,-10%,-4.3,-6,5%,-3%,10%,2.8,-4%
CN(C)C(=O)Oc1noc2cc(Cl)ccc12,0%,0.7,3,0%,1%,9%,-1.1,-17%
Nc1ccccc1C(=O)c1ccccc1,0%,0.0,0,-8%,-10%,4%,0.4,9%
O=C1NC(=S)NC(=O)C1c1ccccc1,-6%,0.3,?,-3%,24µM*,0%,-3.6,-24%
Cc1cc(C=O)c(C)n1C1CC1,-3%,0.6,6,13%,-10%,0%,-0.2,-9%
O=P1(Oc2ccccc2)OCCCS1 (stereo not drawn),8%,0.3,1,7%,5%,6%,-2.9,3%
c1ccc(CN2Cc3ccccc3-n3nncc3C2)nc1,0%,-2.6,-2,-5%,-14%,6%,0.2,-9%
CC(C)(C)C(=O)Nc1ccc(S(=O)(=O)N2CC3CC(C2)c2cccc(=O)n2C3)cc1 (stereo not drawn),-6%,0.1,-9,-3%,3%,5%,-3.2,0%
O=C(COc1ccccc1)N1CCN(C2CC3CCC2C3)CC1 (stereo not drawn),0%,3.9,0,3%,2%,-9%,-1.0,7%
CC(C)(C)c1ccc(O)c(CN2CCN(c3ccccc3)CC2)c1,-4%,-1.2,12,-5%,-8%,8%,-1.4,-15%
O=C(COc1ccc2ccc(=O)oc2c1)N1C[C@H]2C[C@@H](C1)c1cccc(=O)n1C2,-4%,-0.3,-1,-2%,-4%,6%,-2.8,-2%
COC(=O)C1=C(c2cc3ccccc3o2)C[C@@H]2CC[C@H]1N2C(=O)N1CCC(O)CC1,9%,0.0,-5,0%,0%,11%,-2.9,-20%

# Reformatted: 15 of the compounds above
# Results follow in this order: WRN inhibitor	IL2 activator	PI5P4K alpha inh	EPAC1 agonist	PLK1 PBD block	EPAC2 agonist	CCT modulator	EPAC1 antagonist
c1ccc2c(NC3=NCCS3)cccc2c1
 : -5%	0.5	-2	0%	-10%	4%	-0.9	-4%
N#CC1c2ccccc2-n2nncc2CN1Cc1cc(Cl)cc(Cl)c1 (stereo not drawn)
 : -8%	-0.6	-60*	5%	?	6%	-1.3	-9%
CCOC(=O)C1=C(C)OC(N)=C(C(=O)OCC)C12C(=O)Nc1ccc(Br)cc12 (stereo not drawn)
 : -7%	-0.4	3	0%	-5%	9%	-1.4	0%
CCCCCn1c(=O)c(C(=O)Nc2cnccn2)c(O)c2ccccc21
 : -28%	-0.8	?	4%	21µM*	-6%	-3.5	-7%
CN1C(=O)C(=Cc2cn(CC#N)c3ccccc23)C(=O)N(C)C1=O
 : -6%	1.0	?	9%	1.2µM*	13%	0.9	9%
Fc1ccc(C[n+]2c(-c3ccccc3)cc(-c3ccccc3)cc2-c2ccccc2)cc1
 : 2%	-0.7	-13	-11%	-24%	6%	-0.3	3%
O=c1[nH]c(=O)n(C2CCCCCC2)c(O)c1C=NCCCN1CCOCC1
 : -10%	-4.3	-6	5%	-3%	10%	2.8	-4%
CN(C)C(=O)Oc1noc2cc(Cl)ccc12
 : 0%	0.7	3	0%	1%	9%	-1.1	-17%
Nc1ccccc1C(=O)c1ccccc1
 : 0%	0.0	0	-8%	-10%	4%	0.4	9%
O=C1NC(=S)NC(=O)C1c1ccccc1
 : -6%	0.3	?	-3%	24µM*	0%	-3.6	-24%
Cc1cc(C=O)c(C)n1C1CC1
 : -3%	0.6	6	13%	-10%	0%	-0.2	-9%
O=P1(Oc2ccccc2)OCCCS1 (stereo not drawn)
 : 8%	0.3	1	7%	5%	6%	-2.9	3%
c1ccc(CN2Cc3ccccc3-n3nncc3C2)nc1
 : 0%	-2.6	-2	-5%	-14%	6%	0.2	-9%
CC(C)(C)C(=O)Nc1ccc(S(=O)(=O)N2CC3CC(C2)c2cccc(=O)n2C3)cc1 (stereo not drawn)
 : -6%	0.1	-9	-3%	3%	5%	-3.2	0%
O=C(COc1ccccc1)N1CCN(C2CC3CCC2C3)CC1 (stereo not drawn)
 : 0%	3.9	0	3%	2%	-9%	-1.0	7%

# Remaining list, next part.
SMILES,WRN inhibitor,IL2 activator,PI5P4K alpha inh,EPAC1 agonist,PLK1 PBD block,EPAC2 agonist,CCT modulator,EPAC1 antagonist
CC(=NCCC1=CCCCC1)c1c(O)[nH]c(=O)[nH]c1=O,0%,-0.1,-9,1%,1%,5%,-2.2,0%
CCCCCCn1c(=O)c(C(=O)Nc2nc(CC(=O)OCC)cs2)c(O)c2ccccc21,-8%,-4.6,2,-1%,0%,1%,-3.1,-1%
COc1cc(C)c(CN2CC=C(c3ccc(F)cc3)CC2)cc1C,-2%,-0.8,8,7%,5%,17%,-0.3,-7%
COc1ccc(CCNCc2ccccn2)cc1OC,11%,1.6,/,18%,-7%,8%,-0.3,-19%
NC(=O)c1ccc(OCCC(O)N2CC=C(c3ccc(F)cc3)CC2)cc1 (stereo not drawn),-6%,-0.4,6,4%,-7%,9%,1.6,-2%
CC12CCC(=O)CC1CCC1C2C(=O)CC2(C)C1CCC2(C)O (stereo not drawn),4%,-0.9,0,5%,-3%,5%,1.4,-17%
CC(C)Sc1nnc(OC(=O)N(C)C)n1-c1ccccc1,8%,-1.1,5,-4%,-8%,4%,-1.2,-4%
CCCCn1c(NC(=O)c2ccc(Br)o2)c(C(=O)OCC)c2nc3ccccc3nc21,?,3.9,1,-5%,?,13%,-0.8,?
COC(=O)C1C(OC(=O)c2ccccc2)CC2CCC1N2C (stereo not drawn),5%,0.0&0.1,6&3,-19%&-6%,-20%&-5%,5%&10%,-3.1&1.1,2%&8%
